Screening results from PubChem BioAssay.
POLI inh: inhibitors of human DNA polymerase iota | Pol iota fluorescent replication assay, 10 min | Potency, µM (doses to about 115 µM), without a hit: at the highest dose activity, negative = inhibition, hits mostly inhibitors | 390,000 compounds, 1% hits | AID 588590; note: potency is the fitted concentration of half-maximal effect
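Pol iota at 10 nM preincubated 15 min with compounds at room temperature; reaction started with fluorescent substrate, 50 nM final. Fluorescence read kinetically at 0 and 10 min; buffer-only wells as negative control.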
BLM inh: inhibitors of human Bloom syndrome helicase BLM. Potency, µM (series often up to 56.1 µM), for the others: at the top dose activity change, negative = inhibition, usual class: inhibitors. AID 2528. 350,000 compounds, 0.2% hits. recombinant BLM DNA unwinding, fluorescence dequenching. P54132;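 note: potency is the fitted concentration of half-maximal effect; plate controls were vehicle for no effect and no enzyme for full effect; nearly all actives have a fitted effect of over 35% in size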
Pol kappa inh: DNA polymerase kappa (human) inhibition | purified Pol kappa, fluorescent DNA synthesis assay, 10 min | Potency, µM (series often up to 107 µM), inactives show at the highest dose activity, negative = inhibition, actives largely listed as inhibitors | 400,000 compounds, 0.53% hits; note: potency is the fitted concentration of half-maximal effect; % is set by controls: 0 for no effect and ±100 for the full control effect
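Activity was followed as the change in fluorescence between reads at 0 and 10 min after starting the reaction with 50 nM substrate. Beforehand, 10 nM polymerase had been preincubated with compound for 15 min at room temperature.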
TRHR agonist: activates the human TRH receptor; P34981; AID 493084; activation, % at 2 µM; TRHR cells, calcium flux fluo-8, FDSS agonist mode; 360,000 compounds, 0.18% hits; in the data active = activation above about 30%; note: 0% is about no effect
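Read-out: compound-evoked intracellular calcium rise in TRHR cells, fluo-8 dye, kinetic FDSS fluorescence at 1 s/cycle following a 10-cycle baseline. Cells cultured overnight before dye loading (30 min–1.5 h, RT).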
ALOX12 inh: ALOX12 (human) lipoxygenase inhibition | P18054 | purified 12hLO, xylenol orange hydroperoxide absorbance | Potency, µM (top dose mostly 108 µM), without a hit: at the top dose activity change, negative = inhibition, usual class: inhibitors | 580,000 compounds, 1.1% hits | AID 1671190; note: potency is the fitted concentration of half-maximal effect; % is set by controls: 0 for no effect and ±100 for the full control effect
Target sequence (P18054 whole entry, looked up): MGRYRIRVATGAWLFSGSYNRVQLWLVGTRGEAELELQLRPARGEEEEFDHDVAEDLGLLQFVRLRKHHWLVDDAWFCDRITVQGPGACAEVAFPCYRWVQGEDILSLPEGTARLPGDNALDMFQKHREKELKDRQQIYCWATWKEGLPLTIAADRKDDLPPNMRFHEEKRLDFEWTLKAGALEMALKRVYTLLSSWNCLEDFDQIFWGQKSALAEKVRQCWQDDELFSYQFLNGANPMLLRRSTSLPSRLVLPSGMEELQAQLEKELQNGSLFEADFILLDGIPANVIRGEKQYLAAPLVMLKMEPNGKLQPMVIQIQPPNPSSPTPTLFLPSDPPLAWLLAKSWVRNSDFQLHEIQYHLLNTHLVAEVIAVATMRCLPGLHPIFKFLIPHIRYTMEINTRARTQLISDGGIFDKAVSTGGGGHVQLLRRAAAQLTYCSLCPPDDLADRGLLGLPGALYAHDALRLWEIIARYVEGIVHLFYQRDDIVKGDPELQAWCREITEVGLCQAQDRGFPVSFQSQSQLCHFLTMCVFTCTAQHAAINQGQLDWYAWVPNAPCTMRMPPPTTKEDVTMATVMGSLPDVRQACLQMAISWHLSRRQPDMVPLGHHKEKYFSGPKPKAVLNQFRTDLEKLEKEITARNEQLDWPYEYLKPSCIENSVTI
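Purified human 12hLO (150 nM final) in 25 mM Hepes, 0.01% Triton X-100, pH 7.0 was preincubated 15 min at room temperature with compound. Then 40 uM arachidonic acid was added, 30 min. Hydroperoxide was read by Fe-XO absorbance ratio 573/405 nm.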
ERG-DNA inh: blocks human ERG Ets domain binding to DNA. fluorescence polarization, His-ERG Ets domain / labelled DNA. Potency, µM (top dose mostly 76.9 µM), for inactives: at the top dose FP activity, negative = inhibition, actives largely listed as inhibitors. 370,000 compounds, 0.028% hits. P11308; active = well fitted inhibition curve with a large enough effect in the polarisation, with a control signal flat; inconclusive = small, poorly fitted or top-dose-only effect, or effect the other way, or a change in a side signal; inactive = no such curve, though single readings can be large or run the other way; the % refers to the polarisation;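 note: polarization taken with two DNA probes labelled with fluorescein and Texas red; potency is the fitted concentration of half-maximal effect; % of control where 0% means no effect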
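His-tagged ERG Ets domain (1 uM in the protein solution; 300mM KCl, 50mM Tris-HCl, 1mM EDTA, 1mM DTT, pH 7.5) received compound, then a probe mix of 5 nM fluorescein-DNA and 100nM Texas-615-DNA. Fluorescence polarization was read for both dyes.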
POLB inh: DNA polymerase beta (human) inhibition. 340,000 compounds, 1.3% hits. Pol beta primer extension/strand displacement, fluorescence kinetic. AID 485314. Potency, µM (titrated, usually from 114 µM), for inactives: top-dose activity change, negative = inhibition, usual class: inhibitors; note: potency is the fitted concentration of half-maximal effect; % is set by controls: 0 for no effect and ±100 for the full control effect
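Kinetic readout of DNA synthesis with strand displacement by Pol beta. Compound and 10 nM enzyme sit 15 min at room temperature; 50 nM substrate starts the reaction, read immediately and at 10 min.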
Anesthetic bind: candidate novel general anesthetic via apoferritin binding; P02791; apoferritin/1-aminoanthracene competitive binding, fluorescence; Potency, µM (top dose mostly 77.5 µM), for inactives: at the highest dose activity change, negative = displacement, hits mostly inhibitors; 350,000 compounds, 0.074% hits; AID 485281; note: potency is the fitted concentration of half-maximal effect; % is set by controls: 0 for no effect and ±100 for the full control effect; nearly all actives have a fitted effect of over 20% in size
Target sequence (P02791 2-175 limits assumed): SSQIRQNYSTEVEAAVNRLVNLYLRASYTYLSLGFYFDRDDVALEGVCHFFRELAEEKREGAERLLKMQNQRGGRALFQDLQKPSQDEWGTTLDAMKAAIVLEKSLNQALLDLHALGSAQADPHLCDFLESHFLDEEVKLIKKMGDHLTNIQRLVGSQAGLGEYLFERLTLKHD
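Horse-spleen apoferritin (10 uM) was mixed with 50% saturated 1-aminoanthracene in PBS, exposed to compounds for 10 min at room temperature, and read for fluorescence (ex 380 nm, em 535 nm). Competitive displacement was fitted with a four-parameter Hill equation.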
APEX1 inh: inhibitors of human APE1 endonuclease; 350,000 compounds, 0.35% hits; recombinant APE1, TAMRA/BHQ-2 abasic DNA cleavage fluorescence; Potency, µM (highest dose often 65.8 µM), inactives show top-dose activity change, negative = inhibition, hits mostly inhibitors; P27695;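 note: potency is the fitted concentration of half-maximal effect; plate controls were vehicle for no effect and reference inhibitor for full effect; nearly all actives have a fitted effect of over 55% in size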
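Readout is kinetic fluorescence (ex 525, em 598 nm) from cleavage of 50 nM TAMRA/BHQ-2 THF abasic duplex by 0.75 nM APE1, compound added 15 min beforehand at RT.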
Starred values were filed as active, the others as inactive; i = inactive; ? = inconclusive; · = no result given; [ ] = remark or other dose. Unless noted, calls come from the whole dose curve; as a rule, active = well fitted curve in the direction sought with a large enough effect; inconclusive = small, poorly fitted or top-dose-only effect, or another doubt; inactive = no such curve, though single readings can be large; an effect the other way counts as inactive or inconclusive.

SMILES	POLI inh	BLM inh	Pol kappa inh	TRHR agonist	ALOX12 inh	ERG-DNA inh	POLB inh	Anesthetic bind	APEX1 inh
Cc1ccc(NC(=O)C2CCCN(c3ncnc4c3nc3n4CCCCC3)C2)cc1Cl (stereo not drawn)	23%	-7%	5%	0.9	0%	4%	8%	-18%	68%[activator]
COc1ccc(/C=N/N=C2/NC(=O)C(CC(=O)NC(N)=O)S2)cc1 (stereo not drawn)	10%	-7%	0%	-1.7	-1%	-17%	2%	3%	0%
O=C(CSc1nnc(-c2ccccc2F)o1)Nc1cccc(C(F)(F)F)c1	13%	-8%	-7%	0.5	-18%	2%	10%	-3%	·
COc1cc(C(=O)OC2CC3CCC2(C)C3(C)C)ccc1OC(C)=O (stereo not drawn)	11%	-8%	-12%	0.5	28%	1%	0%	?	0%
CC(C)(C)c1cc(-c2nc(N)nc(N)n2)c(O)c(C(C)(C)C)c1	-9%	·	-15%	0.3	?	-6%	·	·	-23%
COc1ccc(N2CC(C(=O)OCC(=O)Nc3cccc(C)c3C)CC2=O)cc1 (stereo not drawn)	93%[activator]	1%	2%	-0.3	-27%	0%	18%	-7%	-18%
COc1ccc(N(CC(=O)NC2CCCC2)C(=O)Cn2nnc(-c3ccc(C)o3)n2)c(OC)c1	123%[activator]	-1%	-2%	-0.8	-2%	-1%	-2%	0%	67%
CCCCN(C(=O)C(C)N1C(=O)c2ccccc2C1=O)c1c(N)n(CC(C)C)c(=O)[nH]c1=O (stereo not drawn)	8%	·	-12%	0.3	0%	26%	·	·	7%
CC1(C)CC(N2CN(C3CCCCC3)CC2=O)CC(C)(C)N1	6%	2%	-17%	0.3	151%[activator]	-3%	1%	-6%	-5%
Cc1ccc(Cn2c(SCc3ccc(C(=O)O)cc3)nc3cccnc32)cc1	24%	0%	7%	-0.2	-11%	2%	-8%	-6%	·
C/C(CC(=O)NCc1ccco1)=N\NC(=O)COc1ccc(Cl)cc1Cl	32%[activator]	1%	-9%	-0.5	15%	7%	10%	-15%	3%
Cc1nc(Nc2ccc(C(=O)O)cc2)sc1-c1ccccc1	30%[activator]	6%	-2%	-0.2	-15%	-6%	5%	3%	-11%
N#Cc1ccccc1NC(=O)COC(=O)c1c[nH]c2ccccc12	45%[activator]	·	-13%	0.2	-26%	-2%	·	·	15%
Cc1nc(C(=O)Nc2cc(Cl)ccc2Cl)nn1-c1cc(OC(C)C)c(Cl)cc1Cl	24%	-6%	5%	-0.4	-13%	2%	18%	-8%	-7%
Cc1ccc(C2C(C=Nc3c(C)n(C)n(-c4ccccc4)c3=O)=C(c3ccccc3)Oc3ccccc32)cc1 (stereo not drawn)	-5%	-3%	-9%	-0.1	-18%	1%	-11%	-10%	-7%

Full records, quoted from the list:
Profile of N#Cc1ccccc1NC(=O)COC(=O)c1c[nH]c2ccccc12 : POLI inh: 45%[activator]; BLM inh: ·; Pol kappa inh: -13%; TRHR agonist: 0.2; ALOX12 inh: -26%; ERG-DNA inh: -2%; POLB inh: ·; Anesthetic bind: ·; APEX1 inh: 15%
Profile of CC1(C)CC(N2CN(C3CCCCC3)CC2=O)CC(C)(C)N1 : POLI inh: 6%; BLM inh: 2%; Pol kappa inh: -17%; TRHR agonist: 0.3; ALOX12 inh: 151%[activator]; ERG-DNA inh: -3%; POLB inh: 1%; Anesthetic bind: -6%; APEX1 inh: -5%

More structures.
SMILES	POLI inh	BLM inh	Pol kappa inh	TRHR agonist	ALOX12 inh	ERG-DNA inh	POLB inh	Anesthetic bind	APEX1 inh
CCOC(=O)Nc1ccc2nc(N3CCCCCC3)sc2c1	1%	-10%	-3%	0.7	0%	9%	2%	-1%	1%
Cc1ccc(S(=O)(=O)Oc2ccccc2/C=C2/SC(=O)NC2=O)cc1	100%[activator]	0%	-3%	-0.1	-6%	-8%	2%	-6%	-2%
O=C/C(=C\Nc1ccc(Br)cc1)c1nc2ccccc2o1	97%[activator]	-4%	-1%	-0.5	-10%	0%	-3%	-8%	-2%
O=C(CSc1nc2cc(Cl)ccc2o1)NC1CC1	6%	·	-1%	·	197%[activator]	-2%	·	·	38%
CCn1cc(Cl)c(C(=O)Nc2nc3ccccc3n2CCN2CCCCC2)n1	-17%	24%	-2%	0.2	9%[57.4 µM]	-2%	0%	-13%	4%
Cc1ccc(S(=O)(=O)NCc2ccccc2)cc1C(=O)N(C)CC(=O)Nc1ccccc1Br	43%[activator]	·	-4%	·	6%	3%	·	·	·
CC(NC(=O)C(C)N1CCN(Cc2ccccc2)CC1)c1ccc(F)cc1 (stereo not drawn)	24%	-3%	0%	0.0	21%	6%	?	5%	41%[activator]
CC(=O)c1c(C(=O)O)c2ccccc2[nH]c1=O	36%[activator]	-2%	7%	-0.7	-4%	10%	3%	47%[activator]	4%
CCn1c(SCC(=O)NC2CCCCC2)nnc1C(CO)NC(=O)c1ccccc1 (stereo not drawn)	13%	-4%	-13%	0.2	14%	-4%	24%	-12%	-4%
Cc1ccc(-n2ncc3c(NCc4cccnc4)ncnc32)c(C)c1	11%	4%	-19%	-1.4	-1%	10%	-18%	1%	2%
O=C(Nc1cccc(S(=O)(=O)N2CCOCC2)c1)c1cc([N+](=O)[O-])ccc1N1CCOCC1	-13%	·	-5%	-0.4	-2%	8%	·	·	24%
O=C(NCCCN1CCN(c2ccccc2F)CC1)c1sc2ncccc2c1-n1cccc1	21%	0%	-7%[60.1 µM]	-0.5	3%	-1%	-1%	-16%	·
O=C(Nc1cc2c(cc1Br)OCCCO2)c1cccnc1	134%[activator]	-4%	-2%	0.3	i	10%	28%	2%	24%
Cc1ccc(-c2nnc(Nc3ccc(Br)cc3)c3ccccc23)cc1S(=O)(=O)N1CCCCC1	-3%	-6%	-9%	0.8	-11%	-8%	-1%	2%	·
Cc1ccc(-c2cn3c(n2)sc2cc(C(=O)N4CCCCC4)ccc23)cc1	-17%	-11%	-3%	0.7	-9%	-1%	21%	14%	·
COc1ccc(Oc2nc3ccccc3nc2C(F)(F)F)cc1	0%	-9%	0%	0.0	6%	-5%	-20%	-17%	0%
CCOC(=O)C1CN(S(=O)(=O)c2ccc(OC)cc2)c2ccccc2O1 (stereo not drawn)	-23%	-8%	-5%	-0.8	1%	-3%	38%	-5%	-16%
COc1cc(CC(=O)Oc2ccc3c(c2)OCO3)cc(OC)c1OC	-7%	2%	2%	-0.4	0%	-10%	-1%	-5%	-1%
COc1cccc(-c2nn[nH]n2)c1O	-12%	-1%	1%	0.1	-13%	-12%	59%	-9%	11%
Cc1cc(C)c(NC(=O)Cn2c(SCC(=O)NCc3ccccc3)nc3ccccc32)c(C)c1	2%	-6%	-9%[60.1 µM]	0.6	-33%	1%	-22%	16%	·
CSCc1c(C(=O)OCC(=O)c2ccc[nH]2)oc2ccccc12	50µM*	·	?	-1.9	·	-3%	·	·	-7%
Cc1ccc(Nc2c(N)c(=O)oc3ccccc23)cc1	12%	-1%	-15%	0.3	0%	5%	-4%	3%	22%
Cc1ccn(CCNC(=O)C2CCC(=O)N(Cc3ccc(Cl)cc3)C2)n1 (stereo not drawn)	13%	-2%	-7%	0.9	11%	-2%	12%	-9%	0%
COCc1c(C(=O)N2CCN(Cc3c(F)cccc3Cl)CC2)oc2ccccc12	24%	-9%	4%	-1.3	1%	11%	-1%	6%	17%
Cc1cc(N2CCN(c3nc(-c4ccc([N+](=O)[O-])cc4)cs3)CC2)c2ccccc2n1	48%[activator]	-9%	0%	0.9	3%	0%	0%	-14%	-3%
CC(OC(=O)C1=COCCO1)C(=O)Nc1ccccc1C#N (stereo not drawn)	80%[activator]	-2%	0%	0.3	-1%	0%	6%	1%	-1%
Cc1ccc(S(=O)(=O)N2CCOCC2)cc1C(=O)Nc1ccc2c(c1)CCC2	9%	-3%	-21%	0.6	?	-15%	5%	-6%	6%
COc1ccc(CNC(=O)c2cc(-c3ccco3)on2)cc1	3%[58.9 µM]	-3%	-8%	-0.1	-15%	5%	-4%	-8%	-3%
COc1ccc(CCNC(=O)COC(=O)C2CC2C)cc1 (stereo not drawn)	-14%	·	-2%	-0.3	0%	0%	·	·	16%
C/C(CC(=O)Nc1cccc(C(F)(F)F)c1)=N\NC(=O)C(=O)NCC(C)C	110%[activator]	-7%	-7%	-0.5	-6%	-1%	0%	?	-10%
Cc1ccc(-c2c[n+](Cc3cccc(Cl)c3)c3n2CCC3)cc1	-9%[58.9 µM]	-10%	-3%	-0.7	?	-10%	8%	-11%	?
COc1ccc(OCC(=O)OCC(=O)NCc2ccco2)cc1	-4%	-5%	-9%	-0.1	0%	-4%	12%	-5%	-6%
O=C(NCCN1CCN(c2ccccc2F)CC1)c1cccn2c(=O)c3ccccc3nc12	4%	3%	-1%	-0.6	-17%	2%	19%	-14%	1%
CC(C)c1ccccc1N1CC(C(=O)O)CC1=O (stereo not drawn)	137%[activator]	0%	-11%	0.7	3%	-6%	-2%	-5%	0%
COCCNC(=S)Nc1ccc(N2CCOCC2)c(S(=O)(=O)Nc2ccccc2OC)c1	61%[activator]	·	-3%	-0.4	?	3%	·	·	7%
Fc1ccc(Cn2c(SCc3ccc(F)c(C(F)(F)F)c3)nnc2C(F)(F)F)cc1	-5%	-13%	-17%	·	8%	-10%	24%	12%	-1%
O=C(NC(=S)NCC1CCCO1)c1ccc(Br)o1 (stereo not drawn)	12%	1%	-3%	0.3	-29%	-16%	-27%	-22%	1%
Cc1cc(C)c(S(=O)(=O)N2CCOC2CNC(=O)C(=O)NCCN2CCOCC2)c(C)c1 (stereo not drawn)	0%	0%	-20%	0.3	2%	-10%	8%	-7%	5%
COc1ccc(OC)c(S(=O)(=O)Nc2ccc(C(C)=O)cc2)c1	26%	-8%	1%	-0.2	6%	-9%	44%	-14%	-2%
COc1ccc(C(=O)Nn2c(C)nc3ccccc3c2=O)c(OC)c1	2%	-3%	-5%	0.3	57%[activator]	12%	?	3%	58%[activator]

This is a subset; the hit share may differ from the screen's.
